SV40 large T antigen = SV40 large T antigen inhibitors, biochemical (AID 1903); one-dose inhibition, % at 20 µM; IC50 in µM for titrated hits; SV40 large T antigen ATPase/helicase inhibition assay; higher % means a stronger effect; 310,000 tested, 0.39% active; in the data active = a potency from the dose series; inconclusive = inhibition mostly from about 32% at the one dose, without a potency; inactive = the rest, 99 in 100 with inhibition below about 32%; note: strong numbers were not always called active
Myeloid diff 2 = compounds promoting myeloid differentiation | 360,000 tested, 1% active | calls only at 10 µM | ER-HoxA9 myeloid progenitors, lysozyme-GFP differentiation, flow cytometry;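 active = normalized GFP-positive differentiation at or above the plate's own cutoff, the solvent-only control mean plus 3 SD; inconclusive = no clear call, values can overlap the other calls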;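 note: cells exposed to compound for four days before flow analysis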
MgcRacGAP inhibition = MgcRacGAP GTPase-activating activity inhibitors, confirmation, biochemical, ADP Hunter fluorescence. MgcRacGAP-stimulated Rac1 GTP hydrolysis, ADP Hunter fluorescence; higher % means a stronger effect; GST-tagged Rac1 F28L mutant substrate. inhibition, % at 30 µM, or IC50 in µM where a hit was titrated. 340,000 tested, 0.6% active;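 active = first-screen hits whose inhibition reached a set limit at any dose in the follow-up dose series; inconclusive = inhibition above the set first-screen limit but never retested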;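 note: fluorescence reports GDP produced by GAP-driven GTP hydrolysis; strong numbers were not always called active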
RSV CPE inhibition = RSV antiviral activity via CPE protection, HEp-2 cells, primary 10 µM value included (AID 2391); HEp-2 cells, RSV-induced CPE inhibition; higher % means a stronger effect; CPE inhibition, % at 10 µM; hits with a dose series show IC50 in µM; 310,000 tested, 0.13% active; in the data active = a potency from the dose series; inconclusive = CPE inhibition mostly from about 23% at the one dose, without a potency; inactive = the rest, 99 in 100 with CPE inhibition below about 21%; note: strong numbers were not always called active
NTR1 ag = NTR1-driven beta-arrestin-GFP spot formation – imaging, U2OS cells, high content, primary screen (AID 493036); agonist mode; activation, % at 20 µM; 330,000 tested, 0.17% active;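 active = activation at or above 40% of the spot to cytoplasm intensity ratio, with at least 20 cells analyzed; inconclusive = wells under 20 cells, flagged as cytotoxic or low count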;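 note: 0% = DMSO without peptide and 100% = 100 nM NTR1 peptide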
Target sequence (P30989 whole entry, looked up): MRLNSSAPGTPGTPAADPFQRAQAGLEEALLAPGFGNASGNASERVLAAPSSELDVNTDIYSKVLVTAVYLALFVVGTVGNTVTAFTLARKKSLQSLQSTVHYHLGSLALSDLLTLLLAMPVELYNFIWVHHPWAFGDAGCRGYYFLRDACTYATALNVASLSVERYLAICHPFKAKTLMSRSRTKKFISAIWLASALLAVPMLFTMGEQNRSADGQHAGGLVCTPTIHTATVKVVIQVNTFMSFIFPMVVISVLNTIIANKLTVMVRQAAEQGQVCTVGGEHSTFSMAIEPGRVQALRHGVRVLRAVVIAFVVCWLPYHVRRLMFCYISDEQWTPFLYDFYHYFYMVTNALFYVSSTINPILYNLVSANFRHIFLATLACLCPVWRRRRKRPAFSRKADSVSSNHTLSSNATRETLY
PhoP inhibition = inhibitors of PhoP regulon expression, primary screen, Salmonella Typhimurium, GFP reporter (AID 1863) | S. Typhimurium PhoP-regulated promoter GFP reporter, 4 h; higher % means a stronger effect | inhibition, % at 50 µM; hits with a dose series show IC50 in µM | 300,000 tested, 0.16% active;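 active = inhibition over 29.93%, a cutoff 3 SD above the screen mean, later confirmed by dose response; inconclusive = inhibition over 29.93% but no dose response follow-up; inactive = inhibition at most 29.93% or unconfirmed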;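 note: 0% = low Mg2+ inducing control and 100% = high Mg2+ repressing control; strong numbers were not always called active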
T cell HTS = modulates CD8 T cell binding to vesicles | 2C CD8+ T cell-vesicle binding, flow cytometry; stronger effect = lower value | calls only at 7 µM | 330,000 tested, 0.068% active | AID 2052;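 active = response, share of CD8 T cells binding vesicles, and their 90th percentile fluorescence all below set limits, cut at about 80% in these data, passing the limit was not always enough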
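Material: murine 2C transgenic CD8+ T lymphocytes / Also added: QL9-peptide-loaded Drosophila micro-vesicles bearing Ld, ICAM-1 and B7-1 / Schedule: binding step 1.5 h, 37 °C, antibody labelling 20 min, ice / Signal: flow cytometry, PE anti-B7-1 (FL2) versus Alexa647 anti-CD8 (FL8), PFA-fixed / Evaluation: percent CD8+ FL2 mean versus row control / Benchmarks: naked versus QL9-loaded vesicles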
K1F lysis inhibition = protection from phage-mediated lysis, alamar blue read-out – E. coli UTI89, K1F phage, bacterial capsule biogenesis inhibitors (AID 488966). E. coli UTI89 K1F phage lysis, alamar blue, 2 h; higher % means a stronger effect. inhibition, % at 100 µM; hits with a dose series show IC50 in µM. 340,000 tested, 0.02% active;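 active = phage lysis inhibition, versus mean bacterial control, above a set limit; inconclusive = no clear call, values can overlap the other calls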;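 note: capsule biogenesis inhibitors block K1F phage lysis so surviving cells raise fluorescence; higher fluorescence means more inhibition of phage lysis; actives were called in the ten point dose series up to 300 µM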
TNAP activators = human TNAP enzyme activators, primary screen, biochemical, luminescent, no phosphate acceptor, uHTS (AID 1001) | purified TNAP, luminescent activation assay, no phosphate acceptor; higher activation fold means a stronger effect | activation fold at 20 µM; hits with a dose series show EC50 in µM | 200,000 tested, 0.03% active; in the data active = activation fold from about 3, or a potency from the dose series; inactive = the rest, 99 in 100 with activation fold below about 1.6; note: many of its hits are not listed in these tables
T cell HTS vesicle-bound % = recorded beside T cell HTS, whose call it bears; double positive events, %; measured here: CD8+ vesicle-bound cell fraction;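 binding gate set so that unloaded-vesicle control wells show 10% double positive cells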
NTR1 ag cell count 20 µM = further read-out of NTR1 ag, marked with its call; cell count; measured here: cell count, cytotoxicity flag
Myeloid diff 2 GFP+ MAC1+ % = recorded beside Myeloid diff 2, whose call it bears; GFP+ MAC1+ double positive, %; measured here: differentiation confirmed by MAC1 staining
Starred values were filed as active, the others as inactive; i = inactive; ? = inconclusive; . = not tested or not shown; [ ] = remark or other dose.

SMILES	SV40 large T antigen	Myeloid diff 2	Myeloid diff 2 GFP+ MAC1+ %	MgcRacGAP inhibition	RSV CPE inhibition	NTR1 ag	NTR1 ag cell count 20 µM	PhoP inhibition	T cell HTS	T cell HTS vesicle-bound %	K1F lysis inhibition	TNAP activators
CC1(C)CC(=O)C(C(C2=C(O)CC(C)(C)CC2=O)c2ccco2)C(=O)C1 (stereo not given)	14%	i	0.8	29%	0.9%	1.4	78	11%	i	9	6.7%	1
Cc1ccc(C(=O)NC2CCN(C(=O)Nc3ccccc3Cl)CC2)cc1	5%	i	0.3	1%	2.1%	0.2	72	-5%	i	47	-0.1%	.
OC(CNCC1CCCO1)Cn1c2ccc(Cl)cc2c2cc(Cl)ccc21 (stereo not given)	10%	i	0.6	11%	-1.9%	9.3	80	-18%	i	25	-1.7%	1
CCCN1C(=O)C2(SC(NC(C)=O)=NN2C(C)=O)c2cc(C)ccc21 (stereo not given)	22%	i	1.3	9%	0.9%	-0.9	62	1%	i	59	-0.1%	1
CNS(=O)(=O)c1cccc(C(=O)OCC(=O)/C=C2/N(C)c3ccccc3C2(C)C)c1	7%	i	0.4	1%	3.2%	0.7	37	4%	i	23	1.0%	1.1
Cc1cc(C)c(NC(=O)c2ccc[n+](Cc3ccc([N+](=O)[O-])cc3)c2)c(C)c1	-9%	i	0.3	1%	1.4%	-2.2	53	5%	i	56	-3.1%	1.1
CCOCCCNC(=O)c1c(N)n(-c2ccc3c(c2)OCO3)c2nc3ccccc3nc12	3%	i	0.2	5%	1.3%	3.5	65	-1%	i	43	0.6%	.
O=C(O)c1cc(-c2ccco2)nn1-c1ccc(Cl)cc1	31%	i	0.4	12%	.	.	.	-2%	.	.	0.0%	1.1
Cc1cc(C(C)(C)C)cc(S(=O)(=O)NCC(=O)O)c1C	0%	i	0.6	2%	0.5%	0.8	44	-4%	i	24	4.0%	1.1
CN1CCN(C(CNC(=O)C(=O)Nc2ccc3c(c2)OCCO3)c2ccc(F)cc2)CC1 (stereo not given)	4%	i	0.3	3%	-2.5%	-0.5	47	-4%	i	41	1.8%[50 µM]	.
CCCCn1nc2cc(C(=O)NCc3cc(C(F)(F)F)cc(C(F)(F)F)c3)ccc2c1OC	-1%	i	2.2	12%	1.4%	6.4	92	3%	.	.	1.2%	1.2
CCn1c2ccccc2c2nnc(SCc3ccccc3)nc21	11%	i	3.3	5%	22%	5.5	66	-12%	i	32	-0.6%	1
CCOc1ccc(NC(=O)C2CC(=O)N(c3ccccc3F)C2)cc1 (stereo not given)	0%	i	0.4	6%	2.0%	0.8	41	6%	i	55	0.3%	.
CSc1ccc(Cl)c(C(=O)N2CCOc3ccccc32)c1	9%	i	0.5	-1%	9.4%	0.9	55	3%	i	29	0.3%	.
O=C(NC(=S)N1CCCCC1CO)C12CC3CC(CC(C3)C1)C2 (stereo not given)	8%	i	0.3	5%	5.5%	1.4	78	-8%	i	56	0.1%	.
CC(=O)Nc1ccc(OCC(O)CN2CCN(Cc3ccccc3)CC2)cc1 (stereo not given)	1%	i	5.6	1%	-1.1%	0.1	50	3%	i	23	5.2%	0.9
O=C(NC1(C(F)(F)F)NC(=O)N(Cc2cccnc2)C1=O)c1cccs1 (stereo not given)	11%	i	0.6	3%	1.3%	0.5	51	3%	i	53	0.7%	1
CCNc1nc(SC(C)C(=O)Nc2ccccc2)nc(N(C)C)n1 (stereo not given)	21%	?	.	3%	-0.1%	0.7	62	4%	i	40	0.2%	1.2
CNC(=S)Nc1sc2c(c1C(=O)OC)CCC2	14%	i	0.5	6%	45%	-0.7	49	-13%	i	22	-0.5%	1.1
COc1ccc(C(=O)NC(=S)Nc2nc(-c3ccc(OC)c(Br)c3)cs2)cc1Br	8%	i	1.4	4%	6.5%	0.1	65	-4%	i	3	0.0%	.
COc1cc(NC(=O)c2ccc(-c3csc(C)n3)cc2)c(OC)cc1Cl	24%	i	0.5	2%	1.1%	1.0	62	11%	i	59	-1.2%	.
CCOc1ccc(S(=O)(=O)NCCC(=O)Nc2ccncc2)cc1	11%	i	0.2	-4%	0.6%	1.0	60	-1%	i	32	1.3%[50 µM]	.
CCN(C(=O)COC(=O)c1ccc(N2C(=O)c3ccccc3C2=O)cc1)C1CCS(=O)(=O)C1 (stereo not given)	16%	i	0.0	3%	2.1%	0.0	45	3%	i	46	-0.1%	1.1
Cc1cc(-c2ccccc2)c(C#N)c(=S)[nH]1	4%	i	0.3	6%	1.3%	.	.	-2%	i	26	0.3%[50 µM]	1.1
O=C(Cc1ccccc1Cl)Nc1cccc(S(=O)(=O)N2CCCCCC2)c1	.	i	0.3	5%	.	2.1	58	.	i	28	1.2%[50 µM]	.

Additional records follow.
SMILES	SV40 large T antigen	Myeloid diff 2	Myeloid diff 2 GFP+ MAC1+ %	MgcRacGAP inhibition	RSV CPE inhibition	NTR1 ag	NTR1 ag cell count 20 µM	PhoP inhibition	T cell HTS	T cell HTS vesicle-bound %	K1F lysis inhibition	TNAP activators
C=CCOc1ccc(C=Nc2ccc(OC)cc2)c(O)c1	28%	i	0.2	12%	14%	2.3	40	12%	i	44	-0.1%	1
COc1ccc2nc(SCC(=O)Nc3ccc4c(c3)OCCO4)[nH]c2c1	2%	i	1.1	5%	-0.5%	2.7	56	22%	.	.	0.3%	1.1
COc1ccccc1CNC(=O)C(NC(=O)c1ccccc1C)C(C)C (stereo not given)	5%	i	0.2	12%	0.9%	-1.0	21	-1%	i	54	1.9%	1.1
COc1ccc(OC)c(NC(=O)C2CC2c2ccccc2)c1 (stereo not given)	2%	i	0.7	8%	7.7%	0.6	65	5%	i	53	0.4%	.
Cc1ccc(-c2cc(C(=O)N3CCCC3)no2)cc1	-3%	i	6.1	4%	-0.7%	1.3	59	-5%	i	43	3.7%	1.1
Cc1c(CNCCc2ccc(Cl)cc2)c(C(=O)O)c(C)n1Cc1ccccc1	9%	i	0.4	4%	1.4%	-0.4	43	5%	i	3	-0.5%	1
Cc1ccc(S(=O)(=O)N[C@H](C(=O)OCn2nnc3ccccc3c2=O)C(C)C)cc1	9%	i	1.2	54%	-0.2%	0.9	45	-10%	i	27	1.0%	1.3
CCCCCCSc1nsc(NC(=O)CC(C)C)n1	-1%	i	0.9	13%	8.3%	6.9	79	10%	i	28	0.2%	1.1
O=S(=O)(NC1CCN(S(=O)(=O)c2c(F)cccc2F)CC1)c1ccc2c(c1)OCCO2	.	i	2.1	10%	.	1.5	50	.	i	8	0.0%	.
COC(=O)CN(C#N)c1nc(N(C)C)nc(N(C)C)n1	-13%	i	0.5	8%	-0.9%	0.2	38	8%	i	12	-0.2%	1.1
CCC(C)c1ccc(S(=O)(=O)N2CC(=O)Nc3ccccc32)cc1 (stereo not given)	-11%	i	0.5	10%	1.3%	1.3	52	21%	i	29	-2.5%	1.1
Cn1nc(C(=O)Nc2ccccc2)c2c1-c1ccccc1S(=O)(=O)C2	8%	i	2.4	10%	1.6%	-0.6	63	-5%	i	9	-2.7%	.
CC1CN(CC(=O)Nc2cccc(C(=O)Nc3cccc(C(F)(F)F)c3)c2)CC(C)O1 (stereo not given)	12%	i	0.3	3%	?	0.7	60	-6%	i	18	5.9%	1.1
CC[C@]12c3[nH]c4ccc(OC)cc4c3CCN1C(=O)C(CC(=O)NC/C=C(\C)CCC=C(C)C)C[C@@H]2C(=O)N1CCN(C(=O)C2CC2)CC1 (stereo not given in full)	.	i	4.2	0%	.	3.9	46	.	.	.	-0.1%	.
COc1cc(O)cc2occ(-c3ccc(O)cc3)c(=O)c12	30%	i	3.5	31%	0.3%	-1.8	85	-5%	i	30	4.5%	1
CC(NC(=O)CN1C(=O)NC2(CCCCCC2)C1=O)c1ccccc1Cl (stereo not given)	.	i	1.7	3%	0.6%	-2.0	65	.	i	40	0.9%[50 µM]	.
Cc1cc(C(=O)COC(=O)c2ccc([N+](=O)[O-])o2)c(C)n1CC1CCCO1 (stereo not given)	-1%	i	0.4	7%	3.1%	4.4	65	-3%	i	35	-0.2%	1.2
Nc1nnc(CC(=O)N/N=C/c2ccccc2OCc2ccccc2F)s1	5%	i	0.3	1%	8.4%	0.3	47	2%	i	31	-1.5%	.
O=C(NCC1CCCO1)c1cc(S(=O)(=O)N2CCOCC2)ccc1Cl (stereo not given)	4%	i	0.6	-7%	0.3%	-0.7	54	5%	i	38	-0.2%	.
O=C1NC(=O)C2(CCC(C(=O)O)C2)N1 (stereo not given)	8%	i	0.9	9%	1.1%	-1.9	27	2%	i	40	0.9%	1.1
O=C(c1ccco1)N1CCN(C2c3ccccc3-c3ccccc32)CC1	4%	i	0.6	-2%	5.6%	4.3	50	7%	i	59	-2.6%	.
CCN(C(=O)c1ccc(S(=O)(=O)N2CCCCC2)cc1)C1CCS(=O)(=O)C1 (stereo not given)	8%	i	1.0	5%	-0.2%	1.9	54	2%	i	29	1.0%[50 µM]	.
COCCOc1ccc(C(F)(F)F)cc1NC(=O)COC(=O)c1ccc(N2CCCC2=O)cc1	.	i	0.4	2%	.	4.0	72	.	i	34	-2.5%	.
O=C(C[n+]1cccc(NC(=O)c2ccccc2)c1)c1ccccc1	6%	i	1.3	-10%	-2.5%	-2.1	49	9%	i	25	-0.2%	1.1
COc1ccc(-c2cc(C(F)F)n3ncc(C(=O)Nc4ccc(C(=O)N5CCOCC5)cc4)c3n2)cc1	22%	?	.	5%	7.7%	1.0	45	5%	i	28	0.7%	1.1
O=C(NCC1CCCO1)c1cc2ccccc2nc1Cl (stereo not given)	5%	i	0.5	3%	3.2%	-0.4	39	2%	i	26	0.5%	1.1
CC(=O)c1ccc(OCCCC(=O)N2CCN(S(=O)(=O)c3cc(C)ccc3C)CC2)cc1	6%	i	1.4	10%	1.6%	-0.2	72	0%	i	59	0.3%[50 µM]	.
CCOC(=O)c1c(NC(=S)Nc2cc([N+](=O)[O-])ccc2OC)sc2c1CCCCC2	16%	.	.	.	7.8%	2.2	54	5%	i	40	.	1
COC(=O)c1cc(S(=O)(=O)Nc2cccc(C)c2C)cn1C	.	i	2.7	-6%	0.6%	3.8	46	.	i	41	-1.5%	.

Compounds as they come; any-hit rate near 2.3%.
